# Source: PubChem BioAssay (National Center for Advancing Translational Sciences (NCATS))
# Eya2 phos inh: Eya2 (human) phosphatase inhibition; hit rate 0.006% among 330,000; AID 488837; recombinant Eya2, OMFP fluorescence dephosphorylation (OMFP is methylfluorescein phosphate); Potency, µM (series often up to 76.9 µM), for the others: top-dose activity, negative = inhibition, actives largely listed as inhibitors; O00167; note: potency is the fitted concentration of half-maximal effect; % is set by controls: 0 for no effect and ±100 for the full control effect
#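 Eya2 (0.2 uM) preincubated 10 min at ambient with compound, then OMFP substrate added at 50 uM; 10 min reaction in 50 mM HEPES pH 7.5, 50 mM NaCl, 5 uM MgCl2, 0.05% BSA, 1 mM DTT. Fluorescence read at Ex 485/Em 525 nm.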
# ELG1 DNA repair: blocks ELG1-dependent DNA repair in HEK293T cells. HEK293T ELG1-luciferase reporter, luminescence, 16 h; DNA damage induced by 5-fluorouridine. hit rate 2.3% among 330,000. Potency, µM (doses to about 46.1 µM), for inactives: at the top dose activity change, negative = inhibition, hits mostly inhibitors; note: potency is the fitted concentration of half-maximal effect; % is set by controls: 0 for no effect and ±100 for the full control effect; nearly all actives have a fitted effect of over 55% in size
#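 HEK293T cells expressing luciferase-tagged ELG1 (2,000/well) received 5-Fluorouridine plus compound or DMSO for 16 hr at 37 °C. Luciferase was read by ONE-Glo luminescence after 30 min at room temperature.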
# KCNH2 3.1 inh: KCNH2 3.1 (human) potassium channel inhibition; AID 720553; U2OS KCNH2 3.1, thallium flux FluxOr; hits give low values; hit rate 0.95% among 340,000; activity change, % (tested at about 1.8 µM);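 active = maximum activity change below -70%; inconclusive = maximum activity change from -70% to -50%; inactive = maximum activity change above -50%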;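 note: thallium influx rate constant from kinetic fluorescence after stimulation buffer; % is set by controls: 0 for no effect and ±100 for the full control effect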
#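 Measured as rate of thallium-driven FluxOr signal in transduced U2OS cells carrying the 3.1 channel, read kinetically for 2 min upon stimulation; values are rate constants scaled to DMSO control wells.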
# AT treatment: candidate therapy for ataxia-telangiectasia; hit rate 0.19% among 320,000; Potency, µM (doses to about 57.5 µM), inactives show at the top dose activation, actives largely listed as activators; AID 485349; […] A-T fibroblasts, KAP-1 phosphorylation AlphaLISA; neocarzinostatin DNA damage 30 min before lysis; note: potency is the fitted concentration of half-maximal effect; % of control where 0% means no effect; nearly all actives have a fitted effect of over 45% in size
#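 hTERT-immortalized A-T patient fibroblasts ([…]), 500 cells/well in OPTI-MEM, 1% FBS, got compounds for 60 min, then NCS for 30 min at 37C. Lysates were then assayed for phospho-KAP-1 by AlphaLISA (anti-pKAP1 donor, anti-KAP1 acceptor beads), 6 hr at 25C.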
# TRPV1 agonist: human TRPV1 agonism. Q8NER1. TRPV1-expressing cells, Fluo-8 calcium influx, agonist mode. activation, % at 8.33 µM. hit rate 0.19% among 320,000. AID 540275; in the data active = activation above about 80%; inconclusive = between about 30% and that limit; note: 0% is about no effect
#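 TRPV1-expressing cells were cultured overnight at 35.5C and loaded with Fluo-8 calcium dye for 40 to 90 min at room temperature. After a 10 s baseline, compound was added and calcium influx was read kinetically for 3 min (ex 480/em 520 nm).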
# TSHR antagonist: antagonists of human thyroid stimulating hormone receptor. P16473. TSHR-expressing cells, TSH-stimulated cAMP HTRF, 2 h; hits give low values. activity change, negative = inhibition, % at 11.5 µM. hit rate 0.2% among 330,000. AID 504810;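 active = activity change below a set negative limit, meaning inhibition stronger than a set level, cut at about -70% in these data; inconclusive = activity change between two set negative limits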; note: % is set by controls: 0 for no effect and ±100 for the full control effect
# Target sequence (P16473 whole entry, looked up): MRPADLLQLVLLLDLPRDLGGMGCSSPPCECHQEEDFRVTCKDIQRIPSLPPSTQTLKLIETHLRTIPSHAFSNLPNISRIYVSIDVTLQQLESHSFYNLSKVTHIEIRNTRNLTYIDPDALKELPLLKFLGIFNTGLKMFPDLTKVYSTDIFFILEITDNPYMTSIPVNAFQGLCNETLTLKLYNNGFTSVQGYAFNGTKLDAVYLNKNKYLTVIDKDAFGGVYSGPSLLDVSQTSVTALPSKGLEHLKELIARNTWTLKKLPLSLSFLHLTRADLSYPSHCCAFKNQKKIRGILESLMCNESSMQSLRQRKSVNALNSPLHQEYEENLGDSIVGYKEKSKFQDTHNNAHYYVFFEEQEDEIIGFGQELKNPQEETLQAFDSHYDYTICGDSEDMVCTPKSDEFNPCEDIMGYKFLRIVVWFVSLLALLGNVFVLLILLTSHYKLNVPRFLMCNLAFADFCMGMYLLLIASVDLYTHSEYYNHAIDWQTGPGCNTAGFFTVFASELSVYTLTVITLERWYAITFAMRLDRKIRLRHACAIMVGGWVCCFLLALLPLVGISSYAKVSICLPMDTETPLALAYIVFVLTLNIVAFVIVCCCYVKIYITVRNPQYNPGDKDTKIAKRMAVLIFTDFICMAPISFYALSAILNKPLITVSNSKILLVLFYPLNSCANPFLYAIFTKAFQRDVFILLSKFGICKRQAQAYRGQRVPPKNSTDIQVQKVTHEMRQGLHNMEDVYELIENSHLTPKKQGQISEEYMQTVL
#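 TSHR-expressing cells were treated with compounds, then stimulated with TSH at EC80 (4nM final) for 2 hours at 37 deg C. Cellular cAMP was measured by HTRF competition between lysate cAMP and cAMP-d2 for a cryptate-labelled anti-cAMP antibody.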
# hERG WT inh: blocks the wildtype human KCNH2 potassium channel | Q12809 | U2OS, BacMam KCNH2, thallium flux FluxOr; hits give low values | activity change, % at 1.84 µM | hit rate 0.37% among 340,000 | AID 720551;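 active = maximum activity change below -70%; inconclusive = maximum activity change between -70% and -50%; inactive = maximum activity change above -50%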; note: % is set by controls: 0 for no effect and ±100 for the full control effect
#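 U2OS cells were transduced with wild-type KCNH2 virus (2.03 x 10^8 / mL) for 4 h at room temperature, then cultured overnight at 37 C. Thallium flux was read with FluxOr dye. Rate constants were normalized to DMSO controls.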
# USP2a block: USP2a (human) protease inhibition. O75604. USP2 core, Ub-CHOP2 coupled fluorogenic reporter, 485/531. Potency, µM (top dose mostly 38.3 µM), without a hit: at the highest dose activity change, negative = inhibition, most hits filed as inhibitors. hit rate 0.01% among 330,000;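 note: potency is the fitted concentration of half-maximal effect; plate controls were DMSO wells for no effect and full inhibition by NEM control for full effect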
#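 Deubiquitinase activity read as fluorescence (485/531 nm) after Ub-CHOP2 cleavage activates the enterokinase reporter on its substrate; USP2 core 10nM, Ub-CHOP2 and substrate 25nM each, 30min compound preincubation then 60min RT; data normalized to NEM, curves fitted.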
# Mito fusion yeast: blocks mitochondrial division or promotes mitochondrial fusion | S. cerevisiae fusion-defective mutant growth rescue, CellTiterGlo 48 h | Potency, µM (top dose mostly 46.1 µM), inactives show top-dose growth rescue (activation), usual class: activators | hit rate 0.23% among 320,000 | AID 485298;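 note: potency is the fitted concentration of half-maximal effect; % of control where 0% means no effect; nearly all actives have a fitted effect of over 45% in size; temperature-sensitive fusion mutants such as fzo1-1 at 37 °C on non-fermentable ethanol glycerol medium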
#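 Growth-rescue viability read-out: after 48 h at the non-permissive 37C in glycerol/ethanol YPEG, yeast mitochondrial fusion mutants are measured by CellTiterGlo luminescence; compounds (23 nl pinned per well) restoring growth score as division inhibitors or fusion activators.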
# TCR activator: T cell receptor activation | primary human leukocytes, anti-CD3, IL-2 HTRF, 48 h | Potency, µM (highest dose often 9.22 µM), for inactives: top-dose activation of IL-2 secretion, most hits filed as activators | 330,000 tested, under 10 active; note: % of control where 0% means no effect
#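 Compounds are tested in HTS on primary human leukocytes co-incubated with a-CD3 beads for 48 hr. IL-2 output is measured by time-resolved FRET.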
# * = called active by the depositor; ? = inconclusive; . = not tested or not shown; & = joins results of further samples; [ ] = another dose, or the depositor's remark. Unless noted, calls come from the whole dose curve; as a rule, active = well fitted curve in the direction sought with a large enough effect; inconclusive = small, poorly fitted or top-dose-only effect, or another doubt; inactive = no such curve, though single readings can be large; an effect the other way counts as inactive or inconclusive. These rows are one share of the data. The share of hits here may be higher or lower than overall.
Structure	Eya2 phos inh	ELG1 DNA repair	KCNH2 3.1 inh	AT treatment	TRPV1 agonist	TSHR antagonist	hERG WT inh	USP2a block	Mito fusion yeast	TCR activator
Cc1oc2c(C)c3oc(=O)c(CCC(=O)N[C@@H](CC(C)C)C(=O)O)c(C)c3cc2c1C	-4%	0%	25	6%	9	-5	16	9%	0%	2%
O=C(/C=N/O)NCCCn1ccnc1	-3%	0%	-6	-2%	-3	2	-2	0%	8%	-2%
O=C(CSc1nnc(Cc2ccccc2)o1)c1ccc2c(c1)OCO2	-31%	2%	-14	1%	29	-11	-11	-1%	26%	-2%
CCOc1cc(C)c(S(=O)(=O)NCCCn2ccnc2)cc1C	6%	-6%	-1	0%	-4	-9	4	0%	1%	-2%
Cc1ccc(-c2n[nH]c(=S)n2/N=C\c2ccco2)cc1	9%	12%	10	-3%	-6	33	22	3%	0%	-9%[46.1 µM]
COc1ccc(NC(=O)CN(C)CC(=O)Nc2ccc(Cl)c(S(=O)(=O)N(C)C)c2)cc1	-4%	?	9	-3%	3	0	-4	2%	-1%	-7%
COc1ccc(NC(=O)C2CCCNC2)cc1OCC(C)C (configuration not stated)	0%	10%	-31	.	-1	-6	-9	2%	-7%	1%
COc1cccc(Nc2cc(N3CCOCC3)c3nonc3c2[N+](=O)[O-])c1	11%	?	19	-9%	0	7	27	3%	4%	4%
O=C(Nc1ccsc1C(=O)O)c1ccccc1	-10%	?	3	-9%	-4	-4	2	2%	1%	4%
COC(=O)/C(=C(/F)SCC(C)=O)C(F)(F)F	-12%	9%	.	0%	-1	2	.	0%	-1%	.
O=[N+]([O-])c1ccc(Cl)c(S(=O)(=O)Nc2cccc(S(=O)(=O)NC3=NCCC3)c2)c1	-16%	6%	-2	-1%	.	-1	-4	1%	.	1%
Cc1oc(-c2ccc(Cl)cc2)nc1CN1CCC(C(=O)N2CCc3ccccc3C2)CC1	15%	?	-78*	-5%	8	1	?	1%	3%	2%
Cc1ccccc1NC(=S)N(Cc1cccs1)C1CCCCC1	-5%	-1%	-3	-1%	3	7	2	3%	-5%	5%
CCOC(=O)C(=O)NCC(c1cccs1)S(=O)(=O)c1ccc(F)cc1 (configuration not stated)	20%	3%	-138*	8%	-2	8	-10	0%	-3%	1%
O=C(CSc1nnc(COc2ccccc2F)n1-c1ccccc1)NC1CCS(=O)(=O)C1 (configuration not stated)	7%	-5%	-2	-1%	-3	6	-2	0%	-4%	-10%[46.1 µM]
Fc1cccc(Cc2noc(CN3CCN(C4CCc5ccccc5C4)CC3)n2)c1 (configuration not stated)	0%	-6%	-85*	4%[11.5 µM]	1	-2	-24	1%	3%	-2%
COc1cc(O)cc(O)c1C(=O)/C=C/c1ccccc1	-10%	-5%	-10	19%	2	-9	-5	0%	13%	-6%
CCOC(=O)N1CCC(NCCNC(=O)c2cccs2)CC1	-25%	?	-6	-6%	6	1	21	1%	-4%	0%
Cc1ccc(NC(=O)COC(=O)Cn2ccc(C(F)(F)F)n2)cc1Cl	-12%	6%	1	-1%	8	24	-7	-1%	4%	3%
Cc1cccc(CCNS(=O)(=O)c2ccc3c(c2)NC(=O)CO3)c1	-4%	10%	2	1%	15	-4	-4	2%	3%	-1%
Cc1cccc(OCCCCCn2ccnc2)c1C	4%	?	-1	0%	-7	-8	2	2%	-5%	3%
O=C(NCc1ccco1)c1cccnc1-c1nc2ccccc2s1	-11%	-12%	-1	-10%	6	2	5	-1%	-1%	6%
OC[C@@H]1[C@@H](c2ccc(F)cc2)C(c2cccc(Cl)c2)=NN1c1ccccc1	-7%	-15%	3	12%[11.5 µM]	.	-5	6	-11%	.	-4%[46.1 µM]
CC(=O)Nc1ccc(NC(=O)CSc2nc3nc(C)cc(C)c3c(=O)[nH]2)cc1	0%	2%	1	12%	1	-2	-4	0%	1%	-53%
CCOc1ccc(N2C(=O)c3ccc(C(=O)OCC(=O)N(CC)C4CCS(=O)(=O)C4)cc3C2=O)cc1 (configuration not stated)	-6%	7%	5	6%	1	1	27	1%	-4%	.
COc1ccccc1OCC(=O)NCc1ccco1	-15%	11%	3	14%	0	-9	-5	3%	-1%	-64%
Cn1ccnc1SCC(=O)c1ccc(Br)cc1	9%	?	-4	-1%	11	14	-26	-1%	10%	-5%
CNC(=S)N(CCc1c(C)[nH]c2ccc(OC)cc12)Cc1cc(OC)c(OC)c(OC)c1	2%	?	18	-7%	8	1	4	0%	-4%	7%
Cc1cccc(N2CCN(C(=O)Cn3sc4nc(C)cc(C)c4c3=O)CC2C)c1 (configuration not stated)	-12%	0%	-4	10%	7	-5	-2	0%	-10%	4%
C=CCn1c(SCC(=O)N(C(C)CC)C2CCS(=O)(=O)C2)nc2ccccc2c1=O (configuration not stated)	-21%	-7%	-88*	3%	0	-3	-33	1%	3%	-2%
O=C(OCC(=O)c1c[nH]c2ccccc12)C1=COCCO1	-28%	?	-7	8%	1	4	1	1%	-9%	-4%
CCC(c1nnc(SCC(=O)Nc2cccc(S(N)(=O)=O)c2)n1Cc1ccccc1)N(C)C (configuration not stated)	-3%	-4%	8	-23%	-3	4	-7	17%	-7%	17%
CC(C)C1Cc2c(sc3ncnc(NN)c23)CO1 (configuration not stated)	4%	?	-5	-13%	4	-8	-14	-1%	1%	14%
C=CCNC(=O)C(=O)NCC1CCCN1CC (configuration not stated)	2%	-1%	-18	0%	-1	-1	24	1%	-2%	-5%
COc1ccc(S(=O)(=O)N2CCN(C(=O)c3ccc([N+](=O)[O-])o3)CC2)cc1	-1%	?	-4	1%	2	-3	4	0%	-3%	-3%
CC(=O)Nc1ccc(S(=O)(=O)NNC(=O)C(=O)NNc2ccccn2)cc1	2%	2%	9	-5%	-1	-7	3	0%	6%	-13%

# Entries of single compounds as entered above:
# Results for Cc1cccc(N2CCN(C(=O)Cn3sc4nc(C)cc(C)c4c3=O)CC2C)c1 (configuration not stated) : Eya2 phos inh: -12%; ELG1 DNA repair: 0%; KCNH2 3.1 inh: -4; AT treatment: 10%; TRPV1 agonist: 7; TSHR antagonist: -5; hERG WT inh: -2; USP2a block: 0%; Mito fusion yeast: -10%; TCR activator: 4%
# Results for CNC(=S)N(CCc1c(C)[nH]c2ccc(OC)cc12)Cc1cc(OC)c(OC)c(OC)c1 : Eya2 phos inh: 2%; ELG1 DNA repair: ?; KCNH2 3.1 inh: 18; AT treatment: -7%; TRPV1 agonist: 8; TSHR antagonist: 1; hERG WT inh: 4; USP2a block: 0%; Mito fusion yeast: -4%; TCR activator: 7%
# Results for C=CCNC(=O)C(=O)NCC1CCCN1CC (configuration not stated) : Eya2 phos inh: 2%; ELG1 DNA repair: -1%; KCNH2 3.1 inh: -18; AT treatment: 0%; TRPV1 agonist: -1; TSHR antagonist: -1; hERG WT inh: 24; USP2a block: 1%; Mito fusion yeast: -2%; TCR activator: -5%

# Later entries:
Structure	Eya2 phos inh	ELG1 DNA repair	KCNH2 3.1 inh	AT treatment	TRPV1 agonist	TSHR antagonist	hERG WT inh	USP2a block	Mito fusion yeast	TCR activator
Cc1onc(-c2ccccc2)c1C(=O)OCC(=O)Nc1ccc(OC(F)(F)F)cc1	-17%	?	-20	0%	-4	8	1	-2%	9%	-2%
COc1ccc(-c2nnc(SCC(=O)c3cccs3)o2)c(OC)c1	1%	?	9	-3%	13	24	2	-1%	-1%	-4%
COc1ccc(NC(=O)c2ccc(CNc3c(NC4CCCCC4)c(=O)c3=O)cc2)cc1OC	0%	17%	-17	4%	-1	19	-3&-18	-8%	2%	2%&-2%
O=C(CCn1c(=O)[nH]c2ccsc2c1=O)N1CCN(Cc2ccc3c(c2)OCO3)CC1	0%	0%	-30	17%	-2	-5	5	2%	1%	-2%
Cc1ccc(-c2noc(CNS(=O)(=O)c3ccccc3)n2)cc1	-13%	26%	-4	9%	3	-5	15	1%	4%	-1%
COc1cc(COCC(O)CN2CCN(Cc3ccc4c(c3)OCO4)CC2)cc(OC)c1OC (configuration not stated)	-1%	1%	-10	1%	1	10	0	-1%	-8%	4%
Cc1cc(C)nc(SCc2cn3c(C)cccc3n2)n1	-1%	8%	17	19%	2	-4	0	10%	-4%	0%
Cc1nn(C)c(C)c1S(=O)(=O)NCCc1ccc(Cl)cc1	-5%	7%	-2	-11%	-2	0	0	2%	-7%	-7%
